Screens: PubChem BioAssay, National Center for Advancing Translational Sciences (NCATS)
KB-3-1 cytotox = qHTS assay for MDR1-selective chemotherapeutics: Primary screen using the parental adenocarcinoma cell KB-3-1. KB-3-1 viability, CellTiter-Glo ATP luminescence, 72 h. Potency, µM (doses to about 46.1 µM), without a hit: top-dose activity change, negative = cytotoxic, hits mostly cytotoxic. actives 1.4% (n = 400,000). AID 1347075, 2019; note: potency is the fitted concentration of half-maximal effect; % is set by controls: 0 for no effect and ±100 for the full control effect; nearly all actives have a fitted effect of over 60% in size
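Cytotoxicity measured as CellTiter-Glo luminescence after 72 h at 37 C. Compound titrations were pinned onto drug-naive KB-3-1 parental adenocarcinoma cells grown in DMEM with 10% FBS, and normalized data fitted to concentration-response curves.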
SW480 rerep = A quantitative high throughput screen for small molecules that induce DNA re-replication in SW480 colon adenocarcinoma cells. AID 624297, 2012. actives 1.8% (n = 340,000). Potency, µM (highest dose often 46.1 µM), inactives show top-dose re-replication activation, usual class: activators. SW480 DNA re-replication, Hoechst DNA content imaging, 48 h; note: potency is the fitted concentration of half-maximal effect; % of control where 0% means no effect; nearly all actives have a fitted effect of over 55% in size
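Readout is total intensity of Hoechst-stained nuclei, excited at 405 nm and collected at 500-530 nm. Compound treatment lasted 48 hr at 37 C in 5% CO2 before staining.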
HT1080NT lethal = qHTS for induction of synthetic lethality in tumor cells producing 2HG: qHTS for the HT-1080-NT fibrosarcoma cell line. HT-1080-NT fibrosarcoma viability, CellTiter-Glo ATP luminescence, 48 h. Potency, µM (highest dose often 46.1 µM), for the others: at the highest dose activity, negative = less viability, most hits filed as cytotoxic. actives 1.6% (n = 360,000);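 note: NT is the 2HG producing partner of a matched IDH1 knockdown line; potency is the fitted concentration of half-maximal effect; 0% = DMSO-treated cells and -100% = media-only wells without cells; nearly all actives have a fitted effect of over 55% in size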
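Toxicity toward the 2HG-producing NT line was scored as %Activity, normalised to DMSO and no-cell wells, from CellTiter-Glo luminescence after 48 hours' treatment.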
IL1B secr inh = qHTS for Inhibitors of Inflammasome Signaling: IL-1-beta AlphaLISA Primary Screen. actives 4.7% (n = 360,000). THP-1 LPS/ATP IL-1B secretion, AlphaLISA, 16 h; hits give low values. activity change, % at 57.5 µM; in the data active = activity change below about -50%; inconclusive = mostly about -30% to -49%; note: % is set by controls: 0 for no effect and ±100 for the full control effect
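Secreted IL-1B measured by AlphaLISA bead assay after 16 h compound exposure of THP-1 cells; compounds (final up to 57.5 uM) added 1 h before LPS (250 ng/mL) and ATP (1.25 mM) stimulation; lower signal means less secretion.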
GLP-1R agonist = qHTS of GLP-1 Receptor Agonists; HEK293 GLP-1R CRE-luciferase, luminescence, 4-6 h; cells express a hypersensitive GLP-1R form; Potency, µM (titrated, usually from 45.6 µM), for inactives: at the highest dose activation, hits mostly activators; actives 0.007% (n = 380,000); note: potency is the fitted concentration of half-maximal effect; % of control where 0% means no effect
Target sequence (P43220 whole entry, looked up): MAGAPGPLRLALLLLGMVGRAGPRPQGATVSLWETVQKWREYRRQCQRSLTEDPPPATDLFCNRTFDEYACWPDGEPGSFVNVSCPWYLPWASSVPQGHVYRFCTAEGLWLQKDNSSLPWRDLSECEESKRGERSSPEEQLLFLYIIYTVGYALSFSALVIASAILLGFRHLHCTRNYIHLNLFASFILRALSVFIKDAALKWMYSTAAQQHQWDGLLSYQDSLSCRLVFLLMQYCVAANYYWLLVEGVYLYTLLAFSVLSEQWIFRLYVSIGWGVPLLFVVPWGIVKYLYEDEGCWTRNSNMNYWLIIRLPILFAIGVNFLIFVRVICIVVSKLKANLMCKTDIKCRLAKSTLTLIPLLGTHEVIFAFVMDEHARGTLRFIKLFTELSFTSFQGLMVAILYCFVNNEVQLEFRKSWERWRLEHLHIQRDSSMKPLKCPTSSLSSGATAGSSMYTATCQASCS
DRD3 agonist = qHTS of D3 Dopamine Receptor Agonist: qHTS | D3R DiscoveRx beta-arrestin cells, luminescence, 90 min | actives 0.58% (n = 410,000) | max activation, % | AID 652048, 2013 | D(3) dopamine receptor (Homo sapiens), P35462; in the data active = max activation above about 30%; note: 0% is about no effect; mostly tested at two doses, the higher about 12 µM
Target sequence (P35462 whole entry, looked up): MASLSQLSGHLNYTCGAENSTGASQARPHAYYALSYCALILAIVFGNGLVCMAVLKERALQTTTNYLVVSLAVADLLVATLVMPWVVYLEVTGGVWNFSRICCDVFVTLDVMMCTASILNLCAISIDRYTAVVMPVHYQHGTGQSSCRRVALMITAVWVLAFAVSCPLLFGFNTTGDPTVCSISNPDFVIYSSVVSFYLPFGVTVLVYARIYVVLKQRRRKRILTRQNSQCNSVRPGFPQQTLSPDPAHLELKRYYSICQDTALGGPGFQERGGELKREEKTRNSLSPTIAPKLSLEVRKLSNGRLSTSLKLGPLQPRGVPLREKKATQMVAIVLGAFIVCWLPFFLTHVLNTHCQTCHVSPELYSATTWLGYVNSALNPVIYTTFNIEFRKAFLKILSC
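Agonist-mode cell screen: cells plated at 1500/well and incubated overnight at 37 °C, then exposed to library compounds for 90 min at 37 °C. Detection reagent was added for 30–60 min at room temperature, and luminescence was read.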
KB-V1 MDR tox = qHTS assay for MDR1-selective chemotherapeutics: Primary screen using the drug-selected MDR subline cells KB-V1; actives 3.4% (n = 400,000); KB-V1 MDR cells viability, CellTiter-Glo, 72 h; AID 1347076, 2019; Potency, µM (doses to about 46.1 µM), for the others: at the top dose activity change, negative = cytotoxicity, most hits filed as cytotoxic; note: potency is the fitted concentration of half-maximal effect; % is set by controls: 0 for no effect and ±100 for the full control effect; nearly all actives have a fitted effect of over 60% in size
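Readout: CellTiter-Glo luminescence, 10 min after addition. Cells: KB-V1 MDR subline, 72 h at 37 degrees C with compound. Analysis: corrected, normalized data fitted to concentration-effect curves.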
D3 antag = qHTS of D3 Dopamine Receptor Antagonist: qHTS; D3R cells, DiscoveRx beta-arrestin luminescence, antagonist mode; hits give low values; max response, negative = inhibition, %; actives 2.5% (n = 360,000); in the data active = max response below about -50%; inconclusive = no clear call, values can overlap the other calls; note: % is set by controls: 0 for no effect and ±100 for the full control effect; mostly tested at two doses, the higher about 12 µM
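Cells plated overnight at 1500 cells/well, then exposed to library compounds with dopamine controls for 90 minutes at 37 degrees C. DiscoveRx reagent added for 30–60 minutes at room temperature; luminescence read, quantitative HTS format.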
HT1080 IDH1KD tx = qHTS for induction of synthetic lethality in tumor cells producing 2HG: qHTS for the HT-1080-IDH1KD cell line; HT-1080 IDH1 knockdown viability, ATP luminescence, 48 h; Potency, µM (top dose mostly 46.1 µM), for the others: at the highest dose activity, negative = toxicity, most hits filed as cytotoxic; actives 2% (n = 360,000); AID 686971, 2013;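 note: potency is the fitted concentration of half-maximal effect; 0% = DMSO wells and -100% = cell-free medium wells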
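CellTiter-Glo luminescence after 48 h compound exposure at 37 degrees C of IDH1-knockdown HT-1080 cells in 5% FBS RPMI. %Activity scaled between DMSO wells and cell-free media wells, with curves fitted and assigned curve classes.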
An asterisk follows results filed as active; ? = inconclusive; nt = no result given; [ ] = remark or other dose. Unless noted, calls come from the whole dose curve; as a rule, active = well fitted curve in the direction sought with a large enough effect; inconclusive = small, poorly fitted or top-dose-only effect, or another doubt; inactive = no such curve, though single readings can be large; an effect the other way counts as inactive or inconclusive.

1	O=C1CC(C2CCCO2)C(=O)N1c1cccc(Cl)c1 (stereo not given)
2	Cc1cc(C)c(NC(=O)CSc2nnc(CNC(=O)c3ccccc3F)o2)c(C)c1
3	Cc1ccc(NC(=O)CSc2nnc(-c3cccnc3)s2)cc1
4	CCN1CCN(/C=N/c2nc3c(s2)CCCC3)CC1
5	CCOc1ccc2[nH]c(=O)c(CN(Cc3cccs3)Cc3nnnn3C(C)(C)C)cc2c1
6	CC(NCC(=O)Nc1ccccc1C(=O)NC1CC1)c1ccc(Cl)cc1 (stereo not given)
7	Cc1ccc(S(=O)(=O)N(C)C)cc1NC(=O)C(C)N(C)CCOc1ccc(Cl)cc1 (stereo not given)
8	O=C(Cn1nc(-c2ccccc2)ccc1=O)Nc1ccc(-n2cnnn2)cc1
9	N=c1ncn(CC(O)CN2CCOCC2)c2nc(N3CCOCC3)[nH]c12 (stereo not given)
10	Cc1c(C#N)c2ccccc2n1CC(=O)NCCc1c[nH]c2ccccc12

compound no.,1,2,3,4,5,6,7,8,9,10
KB-V1 MDR tox,-7%,?,1%,10%,21µM*,-34%,?,?,-2%,?
HT1080NT lethal,10%,1%,5%,2%,?,-1%,-2%,18%,2%,-1%
DRD3 agonist,5,3,12,0,5,0,-5,-5,-18,2
KB-3-1 cytotox,3%,7%,16%,8%,-21%,-16%,-9%,-5%,1%,-16%
HT1080 IDH1KD tx,5%,5%,10%,1%,?,-12%,-21%,12%,0%,-15%
IL1B secr inh,14,43,19,0,?,?,-7,-14,34,-30
D3 antag,-17,5,-4,-75*,-11,-16,-10,-7,8,0
SW480 rerep,-11%[9.22 µM],-4%,-6%,-1%,29%,nt,?,3%,-1%,-4%
GLP-1R agonist,9%,3%,-11%,-12%,2%,-1%,24%,2%,-14%,-3%

11	CC(OC(=O)c1ccccc1)C(=O)NCCC1=CCCCC1 (stereo not given)
12	NS(=O)(=O)c1ccc(NC(=O)/C=C/c2ccc3c(c2)OCO3)cc1
13	CCOc1ccc(C(=O)NCCc2ccccc2)cc1
14	CCc1ccc(N=C2NC(=O)/C(=C/c3cc(Br)c(OCC(=O)O)c(OC)c3)S2)cc1
15	Cc1c(C(=O)Nc2ccccn2)oc2c(Cl)cccc12
16	Cc1cccc(OCC(=O)Nc2ccccc2C(=O)N2CCOCC2)c1
17	COC(=O)c1ccc(NC(=O)C2C3C=CC(O3)C2C(=O)O)cc1 (stereo not given)
18	COc1cc(C)ccc1OCC(=O)OCC(=O)c1cc(C)n(CC2CCCO2)c1C (stereo not given)
19	COc1cccc(C(=O)NCc2ccco2)c1OC
20	O=C(Nc1ccc(S(=O)(=O)N2CCOCC2)cc1)C1CCCCC1

compound no.,11,12,13,14,15,16,17,18,19,20
KB-V1 MDR tox,26%,6%,-2%,?,?,-1%,0%,?,-4%,4%
HT1080NT lethal,3%,7.3µM*,-2%,-2%,-7%,9%,10%,8%,3%,5%
DRD3 agonist,-7,-3,-4,3,5,-4,0,4,-11,-10
KB-3-1 cytotox,9%,2.3µM*,-3%,1%,27%,7%,1%,3%,2%,18%
HT1080 IDH1KD tx,7%,0.73µM*,12%[9.24 µM],-1%,-4%,15%,3%,5%,9%,3%
IL1B secr inh,22,11,-24,36,12,9,18,-16,-11,14
D3 antag,6,2,-15,-2,-24,-8,-13,20,6,?
SW480 rerep,?,6.5µM*,-4%,-61%[inhibitor][1.84 µM],-3%,-6%,-9%,5%,-2%,14%
GLP-1R agonist,1%,4%,-3%,-5%,4%,-7%,6%,-2%,0%,-14%

21	COc1cc(C2C(C(C)=O)=C(O)C(=O)N2CCN(C)C)ccc1O (stereo not given)
22	CCC(C)(C)NC(=O)C(c1cccn1C)N(Cc1ccc(C)cc1)C(=O)Cn1nnc2ccccc21 (stereo not given)
23	NNC(=O)c1cccc(S(=O)(=O)Nc2cc(Cl)ccc2Cl)c1
24	CCOc1ccc(C(=S)N2CCN(C)CC2)cc1
25	Cc1ccc(NC(=O)c2c(F)cccc2Cl)cc1NS(C)(=O)=O
26	OC1(c2ccccc2)C/C(=N\n2cnnc2)C=C1c1ccccc1 (stereo not given)
27	COc1ccc(C(=O)Oc2c(C)occc2=O)cc1OC
28	CC(C)C(=O)N1CCN(c2ccccc2NC(=O)c2ccc(C#N)cc2F)CC1
29	Cc1cc2ccc(C)c(C)c2nc1SCC#N
30	CC1=C(C)CC(C(=O)NC2CCN(C(C)C)CC2)C(C(=O)O)C1 (stereo not given)

compound no.,21,22,23,24,25,26,27,28,29,30
KB-V1 MDR tox,12%,-16%,12%,4%,9%,-12%,?,-23%,?,0%
HT1080NT lethal,0%,1%,-28%,11%,18%,-6%,-4%,-21%,15%,2%
DRD3 agonist,-2,-1,0,0,-14,-7,-1,1,-2,-6
KB-3-1 cytotox,-3%,-9%,7%,-13%,-9%,4%,-12%,5%,-22%,4%
HT1080 IDH1KD tx,0%,0%,5%,25%,15%,0%,-3%,-16%,-1%,0%
IL1B secr inh,9,51,35,0,-3,27,8,19,4,-8
D3 antag,11,0,-3,10,-24,-15,-16,2,5,-9
SW480 rerep,-31%[inhibitor],6%,-3%,-14%,0%,9%,-2%,-2%,2%,8%
GLP-1R agonist,-4%,-2%,0%,0%,1%,0%,4%,11%,3%,-4%

4 structures already listed, arranged by molecular weight, highest first:
23	NNC(=O)c1cccc(S(=O)(=O)Nc2cc(Cl)ccc2Cl)c1
21	COc1cc(C2C(C(C)=O)=C(O)C(=O)N2CCN(C)C)ccc1O (stereo not given)
26	OC1(c2ccccc2)C/C(=N\n2cnnc2)C=C1c1ccccc1 (stereo not given)
29	Cc1cc2ccc(C)c(C)c2nc1SCC#N

compound no.,23,21,26,29
KB-V1 MDR tox,12%,12%,-12%,?
HT1080NT lethal,-28%,0%,-6%,15%
DRD3 agonist,0,-2,-7,-2
KB-3-1 cytotox,7%,-3%,4%,-22%
HT1080 IDH1KD tx,5%,0%,0%,-1%
IL1B secr inh,35,9,27,4
D3 antag,-3,11,-15,5
SW480 rerep,-3%,-31%[inhibitor],9%,2%
GLP-1R agonist,0%,-4%,0%,3%

Further results.
31	CCCOC(=O)C1=C(C)NC(=O)NC1c1cc2c(cc1Br)OCO2 (stereo not given)
32	CC(=O)C[C@H](O)CC(=O)[C@@H]1OC(=O)CCCCCCCCc2ccccc21
33	COc1cc2c(CCNC(C)=O)c[nH]c2cc1O
34	CCOC(=O)c1c(NC(=O)CSc2ncnc3ccccc23)sc(C)c1C
35	CCCC(C)NC(=O)CN(c1ccc2c(c1)OCCO2)S(=O)(=O)c1ccccc1 (stereo not given)
36	Cc1ccc(S(=O)(=O)N2CCN(C(=O)c3sccc3C)CC2)cc1
37	CCC1=C(OC(=O)N(CC)CC)N2C(=O)OC(=NCCOC)[C@]2(Cc2ccccc2)[C@H]2C1=CC[C@H]1C(=O)N(CC)C(=O)[C@H]12
38	COc1ccc(CNC(=O)C2=CCN(S(=O)(=O)c3ccc(C)cc3)CC2)cc1
39	CCCc1cc(=O)[nH]c(SCC(=O)Nc2ccc(OCc3ccccc3)cc2)n1
40	Cc1ccc(S(=O)(=O)N2CCOCC2)cc1NC(=O)COC(=O)Cc1ccsc1

compound no.,31,32,33,34,35,36,37,38,39,40
KB-V1 MDR tox,?,0%,5%,-2%,-5%,5%,-14%,-20%,12%,19%
HT1080NT lethal,-21%,0%,22%,23%,-9%,-8%,13%,3%,3%,6%
DRD3 agonist,3,30,9,-13,-12,-12,5,8,7,3
KB-3-1 cytotox,-5%,10%,0%,-6%,-3%,-3%,14%,7%,2%,16%
HT1080 IDH1KD tx,-1%,-15%,11%,9%,-1%,-12%,8%,8%,0%,21%
IL1B secr inh,0,-14,-7,24,2,-1,0,-3,15,-6
D3 antag,11,4,-11,0,-4,-17,-25,2,9,-1
SW480 rerep,-3%,3%,-76%[inhibitor],3%,?,3%,11%,-1%,3%,-15%
GLP-1R agonist,1%,8%,-5%,5%,1%,6%,-6%,5%,3%,8%

A few values from the results shown.
Value for no. 40 in KB-3-1 cytotox: 16%
Value for no. 31 in HT1080NT lethal: -21%

2 compounds from above, reduced to IL1B secr inh and KB-V1 MDR tox:
# | Structure | IL1B secr inh | KB-V1 MDR tox
31 | CCCOC(=O)C1=C(C)NC(=O)NC1c1cc2c(cc1Br)OCO2 (stereo not given) | 0 | ?
33 | COc1cc2c(CCNC(C)=O)c[nH]c2cc1O | -7 | 5%
